# FLuc modulator – counter-screen for miR-21 project: firefly luciferase inhibitors or activators. P08659. purified FLuc, Km substrates, luminescence inhibition. Potency, µM (top dose mostly 57.5 µM), for inactives: at the top dose activity change, negative = inhibition, actives largely listed as inhibitors. 6.9% of 360,000 active. AID 588342;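 note: plate controls were vehicle for no effect and reference inhibitor for full effect; nearly all actives have a fitted effect of over 55% in size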
# Target sequence (P08659 whole entry, looked up): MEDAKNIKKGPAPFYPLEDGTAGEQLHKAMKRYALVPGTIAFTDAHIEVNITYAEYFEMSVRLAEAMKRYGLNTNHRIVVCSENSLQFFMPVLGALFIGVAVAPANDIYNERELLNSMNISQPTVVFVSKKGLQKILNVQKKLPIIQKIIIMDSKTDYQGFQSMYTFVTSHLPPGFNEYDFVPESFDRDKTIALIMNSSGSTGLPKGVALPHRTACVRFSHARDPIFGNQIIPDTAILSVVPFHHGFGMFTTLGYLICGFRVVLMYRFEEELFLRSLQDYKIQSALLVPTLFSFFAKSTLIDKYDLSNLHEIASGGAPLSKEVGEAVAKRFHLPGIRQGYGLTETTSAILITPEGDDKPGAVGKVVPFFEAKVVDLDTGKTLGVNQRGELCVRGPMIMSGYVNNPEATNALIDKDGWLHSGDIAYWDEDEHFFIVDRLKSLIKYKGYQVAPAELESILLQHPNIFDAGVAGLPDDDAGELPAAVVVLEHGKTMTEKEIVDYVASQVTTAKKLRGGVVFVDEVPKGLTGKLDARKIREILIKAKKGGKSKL
#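 Purified P. pyralis luciferase (10nM final) with 10uM D-luciferin and 10uM ATP (Km levels) in 50mM Tris acetate pH 7.5, 10mM Mg acetate, 0.01% Tween-20, 0.05% BSA; qHTS 6-point titration, ~60 µM downward; luminescence read.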
# BRCA1 expr act – BRCA1 expression activation. Potency, µM (doses to about 46.1 µM), without a hit: at the highest dose activation, usual class: activators. MCF7-BRCA1-FFLuc reporter, luminescence, 48 h; response scale: scaled: vehicle 0%, 10 µM genistein 100%. 1.1% of 380,000 active; note: nearly all actives have a fitted effect of over 80% in size; some results filed as inactive show a strong effect at the top dose
#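 MCF7 cells carrying a BRCA1-firefly luciferase reporter (2000 cells/well, phenol-red free MEM) were attached for 2 h at 37 °C, then given compounds for 48 h. Luminescence was read 15 min after luciferase reagent; activity normalized to genistein (10 microM) and DMSO.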
# RORgamma inh – blocks mouse ROR gamma transcriptional activity | P51450 | Drosophila S2 Gal4-RORgamma UAS-luciferase reporter, 20 h | Potency, µM (top dose mostly 53.6 µM), for the others: at the highest dose activity change, negative = inhibition, most hits filed as inhibitors | 5.4% of 310,000 active; note: % is set by controls: 0 for no effect and ±100 for the full control effect; nearly all actives have a fitted effect of over 60% in size
# Target sequence (P51450 whole entry, looked up, the tested form may be a part): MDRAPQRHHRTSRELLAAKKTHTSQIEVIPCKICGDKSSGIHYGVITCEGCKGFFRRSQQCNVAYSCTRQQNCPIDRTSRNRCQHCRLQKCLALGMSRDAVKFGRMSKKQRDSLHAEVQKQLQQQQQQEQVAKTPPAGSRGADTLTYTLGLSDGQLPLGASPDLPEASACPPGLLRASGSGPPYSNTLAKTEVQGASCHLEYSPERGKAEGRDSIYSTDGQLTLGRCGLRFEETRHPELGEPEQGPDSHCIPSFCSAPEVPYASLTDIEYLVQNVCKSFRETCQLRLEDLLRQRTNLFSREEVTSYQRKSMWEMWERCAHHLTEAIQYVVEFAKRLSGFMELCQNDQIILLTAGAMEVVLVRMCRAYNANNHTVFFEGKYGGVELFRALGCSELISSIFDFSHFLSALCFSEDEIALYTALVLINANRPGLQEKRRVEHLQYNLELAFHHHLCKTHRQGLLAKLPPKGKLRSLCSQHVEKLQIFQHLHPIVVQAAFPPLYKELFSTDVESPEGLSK
#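 Stably transfected Drosophila Schneider cells are the test system, with ROR gamma fused to Gal4 and luciferase under UAS control; luminescence is read after 20 hr of 700 uM copper sulfate induction at ambient temperature.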
# MLL CXXC-DNA inh – inhibitors of human MLL CXXC domain-DNA interaction | 0.037% of 290,000 active | MLL-CXXC / FITC-HOXA9 DNA fluorescence polarization | Potency, µM (doses to about 115 µM), for inactives: at the highest dose activity change, negative = inhibition, most hits filed as inhibitors; active = well fitted inhibition curve with a large enough effect in the polarisation, with a control signal flat, not every such curve was filed as active; inconclusive = small, poorly fitted or top-dose-only effect, or effect the other way, or a change in a side signal; inactive = no such curve, though single readings can be large or run the other way; the % refers to the polarisation
#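 Fluorescence polarization: 7 uM MLL-CXXC (stock) preincubated 5 min with compounds, then 50 nM fluorescein-HOX-A9 DNA (stock) added; 30 min ambient. Buffer 50 mM Tris-HCl pH 7.5, 50 mM NaCl, 1 mM DTT, 0.05% BSA.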
# Rab9 promoter act – activators of Rab9 promoter; AID 485297; Potency, µM (highest dose often 9.22 µM), without a hit: at the top dose activation, negative = inhibition, usual class: activators; Huh7 Rab9 promoter-luciferase reporter, luminescence, 24 h; 2.8% of 320,000 active; note: % of control where 0% means no effect; nearly all actives have a fitted effect of over 60% in size
#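 Rab9 promoter-driven luciferase in stably transfected Huh7 cells; 1500 cells/well rested 2 h, exposed to compound in DMSO for 24 h at 37 °C, 5% CO2. Luminescence read 10 min after adding luciferase reagent at ambient temperature.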
# p53 reactivator – restores transcriptional activity of mutant p53; H1299 p53-A138V BP100-luciferase reporter, luminescence, 24 h; Potency, µM (highest dose often 92.2 µM), without a hit: top-dose activity change, positive = activation, usual class: activators; 0.063% of 320,000 active; note: % of control where 0% means no effect; nearly all actives have a fitted effect of over 45% in size
#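 p53-null H1299 cells stably carrying temperature-sensitive p53-A138V and a BP100-luciferase reporter were pinned with compounds (4-point, 1:5 series) and held 24 hrs at 37 deg C. Luminescence was read 10 min after detection reagent.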
# MBNL1 CUG block – MBNL1-poly(CUG) RNA binding inhibition. Q9NR56. TR-FRET MBNL1-His/biotin-(CUG)12 binding, 665/545 ratio. Potency, µM (series often up to 57.5 µM), for the others: at the top dose activity change, negative = inhibition, most hits filed as inhibitors. 0.036% of 280,000 active; active = well fitted inhibition curve with a large enough effect in the signal ratio, with a control signal flat, not every such curve was filed as active; inconclusive = small, poorly fitted or top-dose-only effect, or effect the other way, or a change in a side signal; inactive = no such curve, though single readings can be large or run the other way; the % refers to the signal ratio; note: % is set by controls: 0 for no effect and ±100 for the full control effect
#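 Compounds (final 92 nM to 58 uM) are added to His-tagged MBNL1 and biotin-(CUG)12, then terbium anti-His antibody and streptavidin-XL665 (5 nM final). After 60 min at room temperature, the 665/545 nm ratio is read.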
# uPA generation – inhibitors of cell surface uPA generation; AID 540303; Potency, µM (highest dose often 38.3 µM), without a hit: top-dose activity change, negative = inhibition, hits mostly inhibitors; 0.31% of 330,000 active; cell surface uPA generation assay, qHTS; active = well fitted inhibition curve with a large enough effect; inconclusive = small, poorly fitted or top-dose-only effect; inactive = no such curve, though single readings can be large or run the other way; tested in mouse RAW 264.7 cells; note: % is set by controls: 0 for no effect and ±100 for the full control effect; nearly all actives have a fitted effect of over 55% in size
# ELG1 genotox – induces genotoxicity in HEK293T cells with luciferase-tagged ELG1. AID 504466. HEK293T ELG1-luciferase reporter, luminescence, 16 h. Potency, µM (titrated, usually from 46 µM), for inactives: at the top dose activity change, positive = activation, actives largely listed as activators. 1.3% of 330,000 active; note: % of control where 0% means no effect; nearly all actives have a fitted effect of over 60% in size
#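 Cells (2,000/well) expressing the ELG1-luciferase fusion are dosed by pin tool and kept 16 hr at 37 °C, 5% CO2. Signal comes from ONE-Glo luciferase reagent after 30 min at room temperature.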
# VP16 counter – counter-screen for ROR gamma inhibitors: Gal4-VP16 reporter | Potency, µM (titrated, usually from 53.6 µM), without a hit: at the top dose activity, negative = inhibition, hits mostly inhibitors | 3.5% of 310,000 active | Drosophila S2 Gal4-VP16 UAS-luciferase, luminescence, 20 h;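 note: Gal4-VP16 expression switched on by copper sulfate through the metallothionein promoter; % is set by controls: 0 for no effect and ±100 for the full control effect; nearly all actives have a fitted effect of over 50% in size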
# NPC1 prom act – NPC1 promoter activation | 2.4% of 320,000 active | Potency, µM (doses to about 9.22 µM), for the others: top-dose activation, hits mostly activators | AID 485313 | Huh7 NPC1 promoter luciferase reporter, 24 h;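 note: % of control where 0% means no effect; nearly all actives have a fitted effect of over 60% in size; reporter is driven by a mutant NPC1 promoter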
#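 Compounds in DMSO were transferred onto Huh7 NPC1-luciferase reporter cells pre-incubated 2 h; after 24 h at 37 °C, Amplite reagent was dispensed and luminescence recorded 10 min later.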
# An asterisk follows results filed as active; ? = inconclusive; nt = not tested or not shown; [ ] = remark or other dose. Unless noted, calls come from the whole dose curve; as a rule, active = well fitted curve in the direction sought with a large enough effect; inconclusive = small, poorly fitted or top-dose-only effect, or another doubt; inactive = no such curve, though single readings can be large; an effect the other way counts as inactive or inconclusive. Potency is the fitted concentration of half-maximal effect. Only part of the results is shown. The share of hits here may be higher or lower than overall.
entry	SMILES	FLuc modulator	BRCA1 expr act	RORgamma inh	MLL CXXC-DNA inh	Rab9 promoter act	p53 reactivator	MBNL1 CUG block	uPA generation	ELG1 genotox	VP16 counter	NPC1 prom act
1	COc1ccc(N2C(=O)CC(Nc3cccc(C(C)=O)c3)C2=O)cc1OC (configuration not stated)	-3%	59%	19%	16%	7%	0%	9%	2%	1%	-2%	5%
2	O=C(Nc1nnc(-c2cccnc2)o1)c1cccc([N+](=O)[O-])c1	-17%	nt	0.79µM*	-4%	-3%	1%	9%	nt	-12%	1.1µM*	-2%
3	CC(C)(C)S(=O)(=O)/C(C#N)=N/Nc1ccc(S(C)(=O)=O)cc1	5%	-10%	0%	5%	0%	-4%	7%	0%	1%	10%	1%
4	Cc1ccc(C2CC(C(F)F)n3ncc(C(=O)Nc4cnn(Cc5ccccc5C)c4)c3N2)cc1 (configuration not stated)	0%	-39%	40%	-3%	-13%	-12%	3%	14%	-6%	-20%	-1%
5	Cc1cc(/C=N/NC(=O)c2ccsc2)c(C)n1-c1cnccn1	19µM*	11%	-39%	0%	?	-10%	9%	0%	?	6%[10 µM]	18%
6	COc1ccc2nc(NC(=O)C(NS(=O)(=O)c3cccc4nsnc34)C(C)C)sc2c1 (configuration not stated)	-2%	0%	?	15%	-4%	0%	?	-7%	5%	11µM*	3%
7	O=C(O)c1ccc(/C=N/NC(=O)c2cc(-c3cccs3)nc3ccccc23)cc1	6µM*	1%	19%	-1%	9%	1%	nt	-3%	9%	-9%	2%
8	CCN(CC)C(=O)N1CCN(Cc2ccc3c(c2)OCO3)CC1	-3%	26%	-23%	4%	-3%	4%	-4%	-16%	-6%	-6%[10 µM]	-6%
9	Cc1nc2nc[nH]n2c(=O)c1NS(=O)(=O)c1ccc(F)cc1	5%	-5%	-2%	8%	-8%	-3%	-4%	2%	8%	-8%	-5%
10	O=C(N[C@H](C(=O)O)c1ccccc1)C1CCC(Cn2cnc3ccccc3c2=O)CC1 (some centres not stated)	3%	2%	3%	0%	-5%	1%	-6%	0%	0%	-8%	4%

# Arranged by SMILES length (highest first): some entries from above
entry	SMILES	FLuc modulator	BRCA1 expr act	RORgamma inh	MLL CXXC-DNA inh	Rab9 promoter act	p53 reactivator	MBNL1 CUG block	uPA generation	ELG1 genotox	VP16 counter	NPC1 prom act
10	O=C(N[C@H](C(=O)O)c1ccccc1)C1CCC(Cn2cnc3ccccc3c2=O)CC1 (some centres not stated)	3%	2%	3%	0%	-5%	1%	-6%	0%	0%	-8%	4%
1	COc1ccc(N2C(=O)CC(Nc3cccc(C(C)=O)c3)C2=O)cc1OC (configuration not stated)	-3%	59%	19%	16%	7%	0%	9%	2%	1%	-2%	5%
5	Cc1cc(/C=N/NC(=O)c2ccsc2)c(C)n1-c1cnccn1	19µM*	11%	-39%	0%	?	-10%	9%	0%	?	6%[10 µM]	18%

# More entries.
# Values in the order – FLuc modulator, BRCA1 expr act, RORgamma inh, MLL CXXC-DNA inh, Rab9 promoter act, p53 reactivator, MBNL1 CUG block, uPA generation, ELG1 genotox, VP16 counter, NPC1 prom act
(11) COc1ccc(-c2ccc(=O)n(Cc3cccc([N+](=O)[O-])c3)n2)cc1
 : 0%, -1%, 22%, 7%, -5%, -1%, ?, -22%, -5%, -19%[10 µM], 2%
(12) Cn1c(O)c(N=NC(=O)C2COc3ccccc3O2)c2ccccc21 (configuration not stated)
 : -19%, -41%, 30%, -8%, 1%, 2%, ?, -19%, 3%, -3%, 13%
(13) Cc1cccc(C)c1Nc1nnc(SCC(=O)NC(=O)c2cccn2C)s1
 : 0%, 12%, 1%, 8%, -3%, 8%, -2%, -5%, 3%, -10%, 1%
(14) C#CCOCCOCCOCCNc1nc(N2CCN(C(=O)[C@H](CCC(=O)O)n3cc(C(N)CC(C)C)nn3)CC2)nc(N2CCN(C(=O)[C@H](CCC(=O)O)n3cc(C(N)CC(C)C)nn3)CC2)n1 (some centres not stated)
 : 3%, 7%, -9%, 27%, 0%, -3%, -16%, 0%, 0%, -9%, -4%
(15) Cc1ccccc1Nc1nnc(SCC(=O)N(C)C2CCS(=O)(=O)C2)s1 (configuration not stated)
 : -11%, -14%, -18%, 5%, 0%, -8%, nt, 5%, -1%, -5%, -2%
(16) Cc1onc(-c2c(F)cccc2Cl)c1C(=O)N1C=CC(C(F)(F)F)=NCC1
 : 6%, -15%, 1%, -3%, 0%, 2%, 5%, -2%, -2%, 0%, -2%
(17) CC1(C)CC(=O)C2(CC3=C(CC(C)(C)CC3=O)O2)C(=O)C1
 : -2%, -1%, -9%, 2%, -9%, -6%, 5%, 2%, -6%, -1%, 5%
(18) Cc1ccc(C(C(=O)NC(C)(C)C)N(C(=O)CCC(=O)Nc2ccccn2)c2ccccc2F)cc1 (configuration not stated)
 : 2%, -23%, 26%, -12%, 15%, -12%, -2%, 0%, -4%, -2%, -7%
(19) CC(=O)Nc1ccc(C(=O)NCCCOC(C)C)cc1
 : -1%, 8%, 0%, 12%, 7%, 2%, -6%, 1%, 0%, -1%, -2%
(20) O=C(Nc1ccc2c(c1)OCO2)C1CCN(C(=O)c2ccc(Br)cc2)CC1
 : -15%, -34%, 17%, 31%[activator], -6%, 9%, 4%, -3%, 3%, -3%, 0%
(21) Cc1nnc(SCC(=O)N(C2CCCCC2)C2CCS(=O)(=O)C2)n1N (configuration not stated)
 : 4%, -7%, nt, nt, 2%, 6%, nt, 6%, 1%, nt, -1%
(22) CC(C)(C)c1ccc(C(=O)NCC(=O)OCC(=O)Nc2ccc3c(c2)OCCO3)cc1
 : 3.4µM*, 23%, -7%, -2%, 2%, 0%, -8%, -4%, -1%, -6%, 8%
(23) CCOc1ccccc1NC(=O)C1CCCN(C(=O)Nc2ccccc2)C1 (configuration not stated)
 : 4%, 1%, -7%, 0%, -1%, -4%, -7%, 1%, 0%, -5%, -8%
(24) O=C(CSc1nnc(-c2cccnc2)n1CCN1CCCCC1)Nc1cccc(Cl)c1
 : -6%, 5%, 4%, -2%, -1%, -2%, ?, -1%, 0%, -15%, 0%
(25) O=C(Nc1cccc(S(=O)(=O)Nc2ccc(Cl)cc2)c1)c1ccc[n+]([O-])c1
 : 0%, -20%, 3%, 3%, -1%, -1%, -6%, -3%, -7%, 7%, -1%

# Record cards, as listed above:
# `Cc1ccccc1Nc1nnc(SCC(=O)N(C)C2CCS(=O)(=O)C2)s1` (configuration not stated) as listed: FLuc modulator = -11%; BRCA1 expr act = -14%; RORgamma inh = -18%; MLL CXXC-DNA inh = 5%; Rab9 promoter act = 0%; p53 reactivator = -8%; MBNL1 CUG block = nt; uPA generation = 5%; ELG1 genotox = -1%; VP16 counter = -5%; NPC1 prom act = -2%
# `Cc1ccc(C2CC(C(F)F)n3ncc(C(=O)Nc4cnn(Cc5ccccc5C)c4)c3N2)cc1` (configuration not stated) as listed: FLuc modulator = 0%; BRCA1 expr act = -39%; RORgamma inh = 40%; MLL CXXC-DNA inh = -3%; Rab9 promoter act = -13%; p53 reactivator = -12%; MBNL1 CUG block = 3%; uPA generation = 14%; ELG1 genotox = -6%; VP16 counter = -20%; NPC1 prom act = -1%

# New compounds follow:
# Values in the order – FLuc modulator, BRCA1 expr act, RORgamma inh, MLL CXXC-DNA inh, Rab9 promoter act, p53 reactivator, MBNL1 CUG block, uPA generation, ELG1 genotox, VP16 counter, NPC1 prom act
(26) CCCNC(=O)c1ccccc1N1CCN(CCCCN2C(=O)C3CCCCN3C2=O)CC1 (configuration not stated)
 : 0%, -12%, 3%, 3%, 5%, nt, -5%, 18%, 1%, 1%, -1%
(27) COc1ccc(O)c(C(=O)c2cnn(S(=O)(=O)c3ccc(C)cc3)c2)c1
 : -15%, 0%, nt, nt, 3%, 9%, nt, 14%, -2%, nt, -1%
(28) CC(C)NC(=O)c1onc(CSc2cccc3ccccc23)c1C(=O)O
 : 27µM*, 0%, 18µM*, 8%, -5%, 2%, 17%, 7%, -4%, ?, 1%
(29) COc1ccc(C(=O)C[n+]2ccc3c(c2)nc(-c2cc(OC)c(OC)cc2OC)n3C)cc1
 : 0%, -37%, 14%, 4%, -1%, -2%, 3%, 3%, 1%, -2%, 4%
(30) CC[C@H](C)[C@@H](C(=O)NCCCCCCCCCCC(=O)N1CCNCC1)n1cc(CCCCCN)nn1
 : -2%, 3%, nt, nt, -5%, 10%, nt, -7%, 1%, nt, 0%

# Screening results: PubChem, National Center for Advancing Translational Sciences (NCATS)
